EBI2 antag – antagonists of human EBI2 receptor | P32249 | EBI2 beta-arrestin recruitment, luminescence, 7a,25-OHC stimulated | inhibition, % at 5 µM | 360,000 tested, 0.81% active; in the data active means inhibition above about 38%;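 further: enzyme fragment complementation signal reports receptor beta-arrestin coupling in cells; 0% = agonist plus DMSO wells and 100% = wells without agonist; some results beyond the cut were filed as inactive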
Target sequence (P32249 whole entry, looked up, the tested form may be a part): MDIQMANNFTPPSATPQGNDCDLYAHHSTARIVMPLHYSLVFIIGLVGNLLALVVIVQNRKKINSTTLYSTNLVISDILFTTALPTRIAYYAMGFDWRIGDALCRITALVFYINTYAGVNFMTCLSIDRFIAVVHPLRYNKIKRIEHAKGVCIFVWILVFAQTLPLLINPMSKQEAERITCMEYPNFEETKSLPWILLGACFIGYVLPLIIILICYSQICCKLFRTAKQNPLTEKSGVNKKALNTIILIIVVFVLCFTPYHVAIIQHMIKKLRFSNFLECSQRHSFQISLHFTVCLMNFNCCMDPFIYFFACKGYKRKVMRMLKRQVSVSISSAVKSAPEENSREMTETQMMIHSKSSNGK
tim23-1 inh – tim23-1 yeast growth inhibition; S. cerevisiae tim23-1 growth, BacTiter-Glo luminescence, 24 h; inhibition, % at 20 µM; 330,000 tested, 1.3% active; AID 463212;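 active means growth inhibition of the mutant yeast at or above 50%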;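 further: temperature-sensitive mutant grown at 25 °C; plate controls were DMSO-treated mutant yeast for no effect and medium wells lacking yeast for full effect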
APJ antag – antagonists of human APJ apelin receptor; CHO-K1 APJ beta-arrestin complementation, luminescence; inhibition, % at 20 µM; 330,000 tested, 0.32% active;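 active means inhibition above about 40% at 20 µM, limit read from the data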;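 further: cells challenged with 10 nM apelin-13 agonist together with compound; plate controls were apelin-13 plus DMSO wells for no effect and DMSO wells lacking apelin-13 for full effect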
Target sequence (P35414 whole entry, looked up): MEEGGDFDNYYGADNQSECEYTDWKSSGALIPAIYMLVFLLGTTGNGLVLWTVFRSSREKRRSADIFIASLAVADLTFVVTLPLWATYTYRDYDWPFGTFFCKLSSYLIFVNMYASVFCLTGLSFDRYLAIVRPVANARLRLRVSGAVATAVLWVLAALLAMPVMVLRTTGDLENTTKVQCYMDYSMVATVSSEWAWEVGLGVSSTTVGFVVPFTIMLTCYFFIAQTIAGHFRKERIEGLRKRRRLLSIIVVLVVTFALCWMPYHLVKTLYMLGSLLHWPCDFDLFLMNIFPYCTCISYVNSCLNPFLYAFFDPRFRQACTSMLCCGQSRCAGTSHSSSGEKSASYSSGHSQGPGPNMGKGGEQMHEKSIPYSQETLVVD
CXCR6 inh – CXCR6 (human) receptor inhibition. CHO-K1 PathHunter CXCR6 beta-arrestin, luminescence. inhibition, % at 20 µM. 360,000 tested, 0.36% active. AID 602244; in the data active means inhibition above about 34%, passing the limit was not always enough;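 further: antagonist mode with CXCL16 agonist at 10 nM final; 0% = 10 nM CXCL16 with DMSO and 100% = unstimulated wells without agonist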
Mdm2-MdmX inh – inhibitors of human Mdm2/MdmX interaction; O15151+Q00987; SaOS-2 split-luciferase Mdm2/MdmX complementation, luminescence; inhibition, % at 8 µM; 330,000 tested, 3% active; AID 485346;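 active means inhibition of at least 50% at 8 µM in the primary screen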
UPR CHOP act – apoptotic UPR (CHOP) activation | CHO-CHOP luciferase reporter, luminescence; percent of tunicamycin response over DMSO baseline | activation, % at 10 µM | 330,000 tested, 0.34% active;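 active means at 10 µM dose, activation of 40% or more, normalized to positive control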;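 further: 100% = tunicamycin at 10 µg/mL and 0% = DMSO alone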
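Dosing – one dose, 10 µM in 0.5% DMSO · System – CHO-CHOP cells, stable luciferase reporter of PERK-eIF2a-CHOP signalling · Input – 500 cells/well · Control set – tunicamycin 10 µg/mL final as positive, DMSO-only wells as negative · Timing – 6 h compound treatment, 37 °C · Measure – % activation vs tunicamycin · Technique – luminescence read with Steady-Glo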
XBP1 UPR activ – activators of adaptive arm of unfolded protein response (XBP1) | CHO-XBP1 luciferase reporter, IRE1-XBP1 UPR activation, luminescence; percent of tunicamycin response, DMSO as zero | activation, % at 20 µM | 330,000 tested, 0.33% active;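 active means versus positive control, 20 µM dose yields 30% or more activation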;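 further: 100% = tunicamycin at 10 µg/mL and 0% = DMSO only wells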
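Material: CHO cell line with stable XBP1 luciferase reporter; schedule: 16-18 h cell attachment at 37 °C, then 6 h compound exposure; signal: glow luminescence from Steady-Glo reagent; medium: serum-containing F12 medium, 10% FBS; benchmarks: tunicamycin 10 µg/mL and vehicle-only wells; read-out: percent activation relative to tunicamycin reference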
APJ agonist – agonists of human APJ apelin receptor | P35414 | CHO-K1 APJ PathHunter beta-arrestin, luminescence; 0% DMSO wells, 100% apelin | activation, % at 20 µM | 330,000 tested, 0.11% active;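 active means activation more than six SD over the plate average, tested at 20 µM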;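 further: 0% = DMSO alone and 100% = apelin-13 at 10 nM; some results filed as inactive read as strong as hits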
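Assay system: engineered CHO-K1 APJ arrestin reporter cells; Amount: 1000 CHO-K1 reporter cells seeded per well; Dosing: one dose, 20 µM compound, 1% DMSO; Times: compound stimulation 90 min at 25 °C, detection 60 min; Measured by: luminescent beta-gal fragment complementation, chemiluminescent substrate; Read-out: APJ–arrestin association signal; Controls: DMSO vs Apelin-13 10 nM.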
CCR6 antag – antagonists of human CCR6 receptor. P51684. CHO-K1 CCR6 PathHunter beta-arrestin, luminescence, CCL20-stimulated. inhibition, % at 20 µM. 340,000 tested, 0.49% active;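 active means compounds whose inhibition of the agonist-driven luminescence signal at 20 µM reaches about 50%, limit read from the data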;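 further: cells stimulated with CCL20 at 14 nM final; plate controls were DMSO with CCL20 for no effect and DMSO without agonist for full effect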
* = called active by the depositor; . = no result given; & = joins results of further samples. The list is partial; rates above refer to the full screens.

SMILES	EBI2 antag	tim23-1 inh	APJ antag	CXCR6 inh	Mdm2-MdmX inh	UPR CHOP act	XBP1 UPR activ	APJ agonist	CCR6 antag
Fc1ccccc1CSc1nnc(-c2ccccc2)o1	2	33	3	2	-228	1.7	1	-2	18
COc1ccc(C(=O)OC(C)C(=O)Nc2cc(C(F)(F)F)ccc2Cl)c(OC)c1OC (stereo not given)	6	-2	-27	0	-13	-0.3	-1	-1	1
C=C(C)[C@H]1CC=C(C)C(=O)C1	5	-22	4	2	10	2.1	-2	-3	-1
COc1cc(NC(=O)c2ccc(N)nc2)cc(C(=O)Nc2cccc(C(F)(F)F)c2)c1	28&24	11	0	-8&-2	11	1.2	2	-1	11
O=C(Nn1cnnc1)C(c1ccccc1)c1ccccc1	-10	-7	-7	-2	6	-0.9	-1	0	-2
COc1ccc(-c2noc(N3CCC(C(=O)Nc4ccccc4OC)CC3)n2)cc1	-5	20	23	-6	-3	0.5	-2	7	-6
CC(=O)c1ccc(NC(=O)CN2CCC(C(=O)c3ccc(F)cc3)CC2)cc1	-1	15	-6	3	-3	0.4	-6	1	8
C/C(N)=C(/C#N)C(=O)COC(=O)CNC(=O)c1ccc(Cl)cc1Cl	-8	7	3	-2	15	2.2	1	-1	-5
CNC(=O)c1nn(-c2ccc(Cl)cc2)ccc1=O	-11	15	10	-7	13	-1.6	-2	-4	-5
Cc1ccccc1N1CC(C(=O)Nc2ccc3c(c2)OCO3)CC1=O (stereo not given)	-21	3	-15	-3	-15	6.3	1	-2	3
CC1=CC(C#N)(C#N)C(C#N)(C#N)C(c2ccccc2)N1 (stereo not given)	.	2	-13	.	-16	-0.3	-1	-4	.
COc1cccc(NC(=O)NC2CC(=O)N(c3ccc4c(c3)OCCO4)C2)c1 (stereo not given)	9	-10	-3	-2	5	-0.8	-4	8	1
NC(=O)c1cc([N+](=O)[O-])ccc1NCCN1C(=O)c2ccc(C(=O)O)cc2C1=O	-8	-5	-4	-1	-5	1.4	-3	-3	16
N#C/C(=C\c1cn(CCOc2ccccc2)c2ccccc12)C(=O)NCc1cccs1	38	-2	-18	10	43	0.4	-4	-3	8
COc1ccc(Cl)cc1S(=O)(=O)N1CCCC(C(=O)N2CCCC2)C1 (stereo not given)	13	12	-4	-1	15	0.1	-1	2	-1
O=C(CCCSc1nc2ccccc2[nH]1)NC1CCCCC1	1	9	-17	0	13	-0.6	0	-1	-1
CC1(C)CC(=O)C(CC2=C(N)CC(C)(C)CC2=O)=C(N)C1	-10	6	1	7	18	-0.1	-5	0	2
CCCCC(=NCCc1c(C)[nH]c2ccccc12)C1=C(O)CC(c2ccccc2)CC1=O (stereo not given)	40	12	17	13	57*	1.4	2	-1	16
O=c1[nH][nH]c(-c2ccccc2)c1C=Nc1ccc(C(F)(F)F)cc1	6	25	7	2	-2	-1.4	0	0	18
CCOC(=O)c1c(CC(C)C)csc1NC(C)=O	12	-2	9	1	-7	-0.2	1	2	-5
COc1ccc(N(C)S(=O)(=O)c2cccc(C(=O)Nc3cccc(C(=O)NC4CC4)c3)c2)cc1	10	9	-6	2	27	1.4	-1	8	-4
Cc1ccc(C)c(N2CCN(C(c3ccncc3)c3nnnn3Cc3ccccc3)CC2)c1 (stereo not given)	2	18	-12	2	18	-0.6	-4	-4	3
COc1cccc(/C=C/C(=O)OCC(=O)c2c[nH]c3ccccc23)c1OC	0	4	-21	-19	10	-1.1	0	5	-5
CCCOc1ccc(/C(O)=C2/C(=O)C(=O)N(CCCn3ccnc3)C2c2ccco2)cc1 (stereo not given)	-2	3	-11	3	-17	1.1	1	-7	6
CCc1nnc(NC(=O)c2ncc(Cl)c(Cl)c2Cl)s1	-20	10	12	0	3	10	-5	12	0
OC(COc1ccc(CNCc2cccnc2)cc1)CN1CCc2ccccc2C1 (stereo not given)	17	-69	0	0	21	-0.7	1	-1	6

Entries listed so far that contain nitrogen in an aromatic ring:
SMILES	EBI2 antag	tim23-1 inh	APJ antag	CXCR6 inh	Mdm2-MdmX inh	UPR CHOP act	XBP1 UPR activ	APJ agonist	CCR6 antag
Fc1ccccc1CSc1nnc(-c2ccccc2)o1	2	33	3	2	-228	1.7	1	-2	18
COc1cc(NC(=O)c2ccc(N)nc2)cc(C(=O)Nc2cccc(C(F)(F)F)c2)c1	28&24	11	0	-8&-2	11	1.2	2	-1	11
O=C(Nn1cnnc1)C(c1ccccc1)c1ccccc1	-10	-7	-7	-2	6	-0.9	-1	0	-2
COc1ccc(-c2noc(N3CCC(C(=O)Nc4ccccc4OC)CC3)n2)cc1	-5	20	23	-6	-3	0.5	-2	7	-6
CNC(=O)c1nn(-c2ccc(Cl)cc2)ccc1=O	-11	15	10	-7	13	-1.6	-2	-4	-5
N#C/C(=C\c1cn(CCOc2ccccc2)c2ccccc12)C(=O)NCc1cccs1	38	-2	-18	10	43	0.4	-4	-3	8
O=C(CCCSc1nc2ccccc2[nH]1)NC1CCCCC1	1	9	-17	0	13	-0.6	0	-1	-1
CCCCC(=NCCc1c(C)[nH]c2ccccc12)C1=C(O)CC(c2ccccc2)CC1=O (stereo not given)	40	12	17	13	57*	1.4	2	-1	16
O=c1[nH][nH]c(-c2ccccc2)c1C=Nc1ccc(C(F)(F)F)cc1	6	25	7	2	-2	-1.4	0	0	18
Cc1ccc(C)c(N2CCN(C(c3ccncc3)c3nnnn3Cc3ccccc3)CC2)c1 (stereo not given)	2	18	-12	2	18	-0.6	-4	-4	3
COc1cccc(/C=C/C(=O)OCC(=O)c2c[nH]c3ccccc23)c1OC	0	4	-21	-19	10	-1.1	0	5	-5
CCCOc1ccc(/C(O)=C2/C(=O)C(=O)N(CCCn3ccnc3)C2c2ccco2)cc1 (stereo not given)	-2	3	-11	3	-17	1.1	1	-7	6
CCc1nnc(NC(=O)c2ncc(Cl)c(Cl)c2Cl)s1	-20	10	12	0	3	10	-5	12	0
OC(COc1ccc(CNCc2cccnc2)cc1)CN1CCc2ccccc2C1 (stereo not given)	17	-69	0	0	21	-0.7	1	-1	6
